HEK293 cAMP ctrl: qHTS Assay for Agonists of the Thyroid Stimulating Hormone Receptor: Activators of Intracellular cAMP Concentrations in Parental HEK 293. parental HEK293 CNG cAMP sensor, membrane potential fluorescence. 2.5% of 73,000 active. AID 938, 2007. Potency, µM (titrated, usually from 57.1 µM), for inactives: at the top dose activation, most hits filed as activators; further: potency means the concentration at half of the fitted maximal effect; % of control where 0% means no effect; nearly all actives have a fitted effect of over 55% in size
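Parental HEK 293 cells stably expressing a cAMP-gated CNG channel were loaded with membrane potential dye containing 100 uM RO 20-1724 for 60 min. Compound added for 30 min; depolarization read as fluorescence intensity at 590 nm.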
4-MU autofl: qHTS Assay for Spectroscopic Profiling in 4-MU Spectral Region. compound autofluorescence, 340/450 nm, 4-MU equivalents; hits give high values. 11% of 59,000 active. max dye-equivalent concentration, M; in the data active means max dye-equivalent concentration above about 10 nM; inconclusive means mostly about 1.1 nM to 9.6 nM
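Compounds in 100 mM Tris, pH 8.0, incubated 15 min at room temperature, then fluorescence read at 340 nm excitation/450 nm emission. Signal converted to 4-MU dye-equivalent concentration using an on-plate six-point 4-MU standard curve.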
Rhodamine autofl: qHTS Assay for Spectroscopic Profiling in Rhodamine Spectral Region; max dye-equivalent concentration, M; 0.05% of 59,000 active; Rhodamine-region fluorescence, 547/598 nm, Tris buffer; hits give high values; in the data active means max dye-equivalent concentration above about 11 nM; inconclusive means between about 1.1 nM and that limit
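Compounds in 100 mM Tris buffer, pH 8.0, were incubated 15 min at room temperature, then read at 547 nm excitation and 598 nm emission. Fluorescence was normalized against a per-plate six-point rhodamine standard curve as dye-equivalent concentration.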
Caspase-7 inhib: qHTS Assay for Allosteric/Competitive Inhibitors of Caspase-7; recombinant caspase-7, Ac-DEVD-AFC fluorescence rate; Potency, µM (titrated, usually from 57.5 µM), without a hit: at the highest dose activity change, negative = inhibition, most hits filed as inhibitors; 0.02% of 75,000 active; AID 889, 2007; active means well fitted inhibition curve with a large enough effect in the main read-out, with a control signal flat, not every such curve was filed as active; inconclusive means small, poorly fitted or top-dose-only effect, or a change in a side signal; further: potency means the concentration at half of the fitted maximal effect; % of control where 0% means no effect
BRCT inh green: qHTS Assay for Inhibitors of BRCT-Phosphoprotein Interaction (Green Fluorophore); BRCA1 BRCT-phosphopeptide binding, green fluorescence polarization; Breast cancer type 1 susceptibility protein (Homo sapiens), P38398; 0.05% of 75,000 active; AID 875, 2007; Potency, µM (top dose mostly 76.9 µM), for inactives: at the top dose activity change, negative = inhibition, most hits filed as inhibitors;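 further: potency means the concentration at half of the fitted maximal effect; plate controls were peptide without protein for full effect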
Target sequence (P38398 whole entry, looked up): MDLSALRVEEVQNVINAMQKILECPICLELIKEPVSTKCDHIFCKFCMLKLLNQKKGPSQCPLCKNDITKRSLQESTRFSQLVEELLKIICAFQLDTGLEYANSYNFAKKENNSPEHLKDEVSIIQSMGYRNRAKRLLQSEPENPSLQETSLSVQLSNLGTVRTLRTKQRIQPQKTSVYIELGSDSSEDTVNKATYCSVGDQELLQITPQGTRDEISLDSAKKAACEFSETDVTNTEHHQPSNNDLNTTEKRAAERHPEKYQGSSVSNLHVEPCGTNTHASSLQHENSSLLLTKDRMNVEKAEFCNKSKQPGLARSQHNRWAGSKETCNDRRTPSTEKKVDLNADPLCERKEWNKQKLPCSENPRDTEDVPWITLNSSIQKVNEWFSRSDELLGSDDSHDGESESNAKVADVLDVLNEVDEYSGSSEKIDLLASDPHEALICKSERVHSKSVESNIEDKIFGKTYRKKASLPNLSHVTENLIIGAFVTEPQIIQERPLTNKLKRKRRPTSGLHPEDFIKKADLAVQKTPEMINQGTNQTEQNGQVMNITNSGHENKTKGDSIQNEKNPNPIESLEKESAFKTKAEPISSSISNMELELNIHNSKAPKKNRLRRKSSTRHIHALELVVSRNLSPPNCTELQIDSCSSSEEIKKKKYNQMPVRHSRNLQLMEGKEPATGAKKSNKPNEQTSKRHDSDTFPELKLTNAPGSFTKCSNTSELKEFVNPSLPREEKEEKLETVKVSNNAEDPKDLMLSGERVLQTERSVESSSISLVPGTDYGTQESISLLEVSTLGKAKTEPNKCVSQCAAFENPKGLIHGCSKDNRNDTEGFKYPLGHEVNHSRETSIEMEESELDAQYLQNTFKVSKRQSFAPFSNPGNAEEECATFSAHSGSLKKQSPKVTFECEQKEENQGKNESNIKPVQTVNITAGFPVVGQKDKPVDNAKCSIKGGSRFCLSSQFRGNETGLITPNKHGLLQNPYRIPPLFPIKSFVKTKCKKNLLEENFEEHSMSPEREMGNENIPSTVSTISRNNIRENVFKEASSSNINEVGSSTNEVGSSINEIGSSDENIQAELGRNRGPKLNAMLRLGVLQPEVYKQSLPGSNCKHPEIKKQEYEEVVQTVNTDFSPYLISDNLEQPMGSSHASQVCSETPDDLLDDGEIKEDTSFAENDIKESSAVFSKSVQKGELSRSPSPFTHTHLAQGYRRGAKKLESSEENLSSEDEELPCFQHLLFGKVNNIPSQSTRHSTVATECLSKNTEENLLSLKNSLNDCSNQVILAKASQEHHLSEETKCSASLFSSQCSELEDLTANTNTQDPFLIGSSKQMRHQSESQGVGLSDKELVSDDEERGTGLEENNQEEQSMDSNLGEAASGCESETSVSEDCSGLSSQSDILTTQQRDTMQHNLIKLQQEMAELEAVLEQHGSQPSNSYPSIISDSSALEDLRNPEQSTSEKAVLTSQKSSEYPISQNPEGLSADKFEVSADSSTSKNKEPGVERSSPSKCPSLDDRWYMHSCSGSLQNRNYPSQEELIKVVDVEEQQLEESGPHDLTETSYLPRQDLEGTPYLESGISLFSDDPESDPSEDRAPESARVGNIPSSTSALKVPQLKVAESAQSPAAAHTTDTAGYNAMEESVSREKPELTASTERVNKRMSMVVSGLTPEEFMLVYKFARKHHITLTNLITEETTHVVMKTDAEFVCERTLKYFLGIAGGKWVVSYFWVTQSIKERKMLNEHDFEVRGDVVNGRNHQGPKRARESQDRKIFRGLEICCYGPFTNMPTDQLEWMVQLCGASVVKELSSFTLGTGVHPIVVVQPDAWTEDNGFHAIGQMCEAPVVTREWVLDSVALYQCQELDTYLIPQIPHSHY
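Fluorescence polarization: His-tagged BRCT (~35 kDa BRCA1 C-terminus, 250 nM) bound to 100 nM fluorescein-labeled phosphorylated 10-aa BACH1 peptide, pH 7.3 phosphate buffer with DTT and Tween 20. Compounds incubated 12 min at room temperature; inhibition read as lowered polarization.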
Texas Red fluor: qHTS Assay for Spectroscopic Profiling in Texas Red Spectral Region; Compound fluorescence, Texas Red channel, 547/618 nm; hits give high values; max dye-equivalent concentration, M; 0.06% of 59,000 active; in the data active means max dye-equivalent concentration above about 10 nM; inconclusive means between about 1.1 nM and that limit
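Fluorescence at ex 547/em 618 nm, normalized against an on-plate Texas Red standard series to give dye-equivalent concentration per compound concentration. Buffer 100 mM Tris, pH 8.0; 15 min RT incubation before CCD imaging.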
BRCT PPI red: qHTS Assay for Inhibitors of BRCT-Phosphoprotein Interaction (Red Fluorophore); BRCT-phosphopeptide binding, red fluorescence polarization; Potency, µM (doses to about 76.9 µM), inactives show at the top dose activity change, negative = inhibition, actives largely listed as inhibitors; 0.03% of 75,000 active; further: on the % scale 0 is the no-effect control and ±100 the full control effect
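Fluorescence polarization: 100 nM His-tagged BRCA1 BRCT with 100 nM TAMRA-labelled phospho-BACH1 decapeptide, phosphate buffer pH 7.3 with 150 mM NaCl, DTT, 0.01% Tween 20; 12 min RT. Binding inhibition seen as FP decrease.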
Casp1 inh: qHTS Assay for Allosteric/Competitive Inhibitors of Caspase-1 | AID 900, 2007 | 0.03% of 75,000 active | Caspase-1 enzyme, Ac-WEHD-AFC fluorogenic rate | Potency, µM (highest dose often 57.5 µM), for the others: at the highest dose activity change, negative = inhibition, usual class: inhibitors;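 further: potency means the concentration at half of the fitted maximal effect; plate controls were vehicle for no effect and no substrate for full effect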
Fluorescein fluor: qHTS Assay for Spectroscopic Profiling in Fluorescein Spectral Region | 0.91% of 59,000 active | max fluorescein-equivalent concentration, M | AID 593, 2007 | Compound autofluorescence, 480/540 nm, fluorescein-equivalent; hits give high values; in the data active means max fluorescein-equivalent concentration above about 10 nM; inconclusive means between about 1.1 nM and that limit
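First, buffer (100 mM Tris, pH 8.0) dispensed; second, compounds and fluorescein standards pinned in; third, 15 min room-temperature incubation; finally, imaging at ex 480 nm/em 540 nm. Fluorescence normalized against the six-point fluorescein curve.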
USP2a inh: qHTS Assay for Inhibitors of Ubiquitin-specific Protease USP2a; USP2a enzymatic assay, qHTS inhibition; Potency, µM (top dose mostly 38.3 µM), for the others: at the highest dose activity change, negative = inhibition, hits mostly inhibitors; 0.1% of 60,000 active;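 further: potency means the concentration at half of the fitted maximal effect; nearly all actives have a fitted effect of over 60% in size; plate controls were DMSO for no effect and NEM full inhibition control for full effect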
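USP2 core (20 nM final) was preincubated with compound for 30 min at RT in 20 mM Tris-HCl pH 8.0, 2 mM CaCl2, 2 mM beta-mercaptoethanol; Ub-PLA2 (20 nM) plus NBD C6-HPC (20 uM) then added, fluorescence read after 2.5 h.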
A350 fluor: qHTS Assay for Spectroscopic Profiling in A350 Spectral Region; Compound autofluorescence, 340/450 nm, Alexa 350 dye-equivalents; hits give high values; max dye-equivalent concentration, M; 11% of 59,000 active; AID 590, 2007; in the data active means max dye-equivalent concentration above about 10 nM; inconclusive means mostly about 1.1 nM to 9.6 nM
* hit, by the source's call; i = inactive; ? = inconclusive; . = no result given; [ ] = remark or other dose. Unless noted, the call rests on the fitted dose curve; in most records, active means well fitted curve in the direction sought with a large enough effect; inconclusive means small, poorly fitted or top-dose-only effect, or another doubt; inactive means no such curve, though single readings can be large; an effect the other way counts as inactive or inconclusive. A portion of the library. The share of hits here may be higher or lower than overall.

Value order – HEK293 cAMP ctrl | 4-MU autofl | Rhodamine autofl | Caspase-7 inhib | BRCT inh green | Texas Red fluor | BRCT PPI red | Casp1 inh | Fluorescein fluor | USP2a inh | A350 fluor
- O=C(O)CN(CCN(CC(=O)O)CC(=O)O)CC(=O)O.[Cu]
  -8%[11.4 µM] | i | i | -1%[11.5 µM] | 0.0%[15.4 µM] | ? | 0.8%[15.4 µM] | -4%[11.5 µM] | i | . | i
- CN(Cc1ccccc1)S(=O)(=O)c1ccc(NS(C)(=O)=O)cc1
  2% | i | i | 1% | -1.0% | i | 2.7% | 1% | i | 7% | i
- O=C(NCc1cccnc1)C1CCCCN1S(=O)(=O)c1ccc(F)cc1 (stereo unspecified)
  ? | i | i | 0% | -3.3% | i | 0.3% | 1% | i | 5% | i
- Cn1c(CC(=O)Nc2ccccc2)nnc1SCCOc1ccccc1
  6% | i | i | -2% | -1.1% | i | -2.3% | 1% | i | 10% | i
- CCSc1ncnc2c1oc1ccccc12
  3% | i | i | -1% | -0.3% | i | -1.2% | 0% | ? | -3% | i
- C=CC(C1=CC(=O)C(OC)=CC1=O)c1ccc(OC)cc1 (stereo unspecified)
  . | . | . | 0% | -2.1% | . | -2.0% | 0% | . | ? | .
- CCOC(=O)Cn1c(CN2CCc3ccccc3C2)nc2c1c(=O)n(C)c(=O)n2C
  27% | . | . | 1% | -0.5% | . | -6.4% | -3% | . | . | .
- CCOc1ccccc1N1CCN(C(=O)Nc2cccc(Cl)c2)CC1
  -3% | i | i | -2% | -3.0% | i | 0.9% | -1% | i | 16% | i
- COc1cc(C(=O)N2CCN(c3cccc(C)c3C)CC2)cc(OC)c1OC
  8% | . | . | -2% | -2.4% | . | 0.1% | -4% | . | . | .
- Cc1ccc(S(=O)(=O)N2C(=O)CCC2C(=O)Nc2ccc3c(c2)OCCO3)cc1 (stereo unspecified)
  5% | i | i | -1% | -1.7% | i | 0.5% | 1% | i | 6% | i
- O=S(=O)(c1cnccc1N1CCN(CCO)CC1)N1CCCC1
  11%[11.4 µM] | i | i | -1%[11.5 µM] | -1.4%[15.4 µM] | i | 0.4%[15.4 µM] | -1%[11.5 µM] | ? | . | i
- Cc1ccc2cc(CN(Cc3ccc(F)cc3)Cc3nnnn3C3CCCC3)c(=O)[nH]c2c1
  ? | i | i | -9% | 3.4% | i | -0.8% | -3% | i | 23% | i
- CCn1cc(C(=O)NCCCOC(C)C)c2cc(OC)c(OC)cc2c1=O
  -3% | i | i | 1% | -0.3% | i | -0.1% | 2% | i | -3% | i
- Cc1ccccc1CS(=O)(=O)Cc1ccc(C(=O)N2CCOCC2)o1
  3% | i | i | 5% | -3.0% | i | 0.6% | 2% | ? | -14% | i
- C=CCSc1nnc(NC(=O)CSc2nc(CCC)cc(=O)[nH]2)s1
  22% | i | i | -1% | 6.1% | i | -0.4% | -1% | i | 8% | i
- O=C(NCc1ccccn1)C1CCCN(S(=O)(=O)c2ccccc2)C1 (stereo unspecified)
  -3% | i | i | 1% | -1.4% | i | -0.9% | 1% | ? | 1% | i
- CCOC(=O)c1cnc(-n2nc(C)cc2C)nc1NC1CCCCC1
  4% | 1e-08M* | i | 0% | -3.1% | i | 0.8% | 0% | ? | -1% | 1.2e-08M*
- Cc1cc(C(=O)COc2ccc(-c3nnco3)cc2)c(C)n1Cc1ccccc1
  13µM* | i | i | -3% | 3.0% | i | 0.9% | -3% | i | 21% | i
- O=C(NCc1ccccc1)C1CCCN(S(=O)(=O)c2cccnc2)C1 (stereo unspecified)
  3% | i | i | 1% | -0.6% | i | -0.1% | 0% | i | -5% | i
- Cc1cc(O)ccc1NC(=O)c1ccccc1
  -1% | . | . | 0% | 0.6% | . | 0.4% | -2% | . | . | .
- CC(C)OC(=O)C1C2C=CC3(CN(CC4CCCO4)C(=O)C13)O2 (stereo unspecified)
  -3% | i | i | -1% | -1.2% | i | -0.4% | 0% | i | 6% | i
- COc1ccccc1N1CCN(C(=O)c2ccc(S(=O)(=O)N3CCCCCC3)cc2)CC1
  2% | i | i | -4% | 0.4% | i | -0.4% | -1% | i | 20% | i
- Cc1cc(=O)[nH]c(SCC(N)=O)c1C#N
  ? | i | i | 0% | -0.9% | ? | -2.7% | 0% | ? | -2% | i
- Cc1nn(C)c(C)c1S(=O)(=O)N1CCc2ccccc21
  5% | i | i | -1% | -2.1% | i | 0.3% | 1% | i | 3% | i
- COc1ccccc1OCc1csc(NC(=O)c2ccco2)n1
  6% | i | i | 1%[0.00368 µM] | 0.3% | i | -0.9% | 1% | ? | 7% | i
- c1ccc(-c2nn3c(-c4ccccc4)nnc3s2)cc1
  6% | i | i | 0% | -2.5% | i | 0.3% | -1% | ? | 1% | i
- Clc1ccccc1-c1nc(NCc2cccs2)c2ccccc2n1
  ? | i | i | ? | -1.5% | i | 0.7% | ? | i | 25% | i
- COc1cc2c(cc1OC)C(C(=O)NCC1COc3ccccc3O1)C(c1cccnc1)N(C)C2=O (stereo unspecified)
  -1% | i | i | 0% | 1.2% | i | -1.9% | 1% | ? | 1% | i
- O=S(=O)(/N=C/c1ccccc1O)c1cccs1
  9% | i | i | 2% | -1.2% | i | 0.9% | 0% | i | -6% | i
- CCOC(=O)Cn1c(CN(C)Cc2ccccc2)nc2c1c(=O)n(C)c(=O)n2C
  ? | i | i | 1% | -1.1% | i | 1.0% | -1% | i | 9% | i
- Cc1ccc2cc(CCNS(=O)(=O)c3ccc(F)cc3)c(=O)[nH]c2c1
  15% | . | . | -4% | 2.9% | . | 0.5% | -1% | . | . | .
- CC(C)CCn1nnnc1C(c1ccccc1)N1CCN(C)CC1 (stereo unspecified)
  25% | i | i | 0% | -1.9% | i | 1.3% | 0% | ? | 3% | ?
- CCOC(=O)N1CCN(c2ncnc3c2oc2nc(CC(C)C)c4c(c23)CCC4)CC1
  5% | 3.9e-08M* | i | -1% | 0.1% | ? | -0.1% | -4% | i | 7% | 5.1e-08M*
- CC(=O)Nc1cccc(C(=O)N2CCN(Cc3ccccc3)CC2)c1
  0% | i | i | -3% | -0.6% | ? | 0.6% | 2% | i | 8% | i
- O=C(O)C1(P(=O)(c2ccccc2)c2ccccc2)CCC1
  -3%[11.4 µM] | . | . | 0% | -0.4% | . | -1.1% | -4% | . | 0%[7.66 µM] | .
- Cc1ccccc1Cn1nc(C)c(NC(=O)c2cc(-c3cccs3)on2)c1C
  11% | i | i | -2% | 0.9% | i | 0.9% | -2% | i | 8% | i
- CCOc1ccc(C(C)=O)cc1Cn1nc(C(=O)O)c2ccccc2c1=O
  23% | i | i | -2% | -0.9% | ? | 0.3% | 0% | ? | 24% | i
- Cc1cc(C)cc(N2C(=O)CC(n3ccnc3)C2=O)c1 (stereo unspecified)
  4% | i | i | 0% | -0.3% | i | -1.6% | 0% | i | -3% | ?
- O=c1[nH]c(CN2CCN(c3ccccc3Cl)CC2)nc2ccsc12
  ? | ? | i | -1% | -1.1% | i | -0.6% | -2% | i | 11% | ?
- CC1(C)Cc2c(c(=S)nc(-c3ccccc3)n2CCCN2CCOCC2)CO1
  -1% | i | i | 0% | -0.8% | ? | 0.4% | -4% | i | 7% | i
- Cc1cc(C)n(-c2nc3sc4c(c3c3nnc(SC(C)C)n23)CC(C)(C)OC4)n1
  25% | 2.2e-08M* | i | -3% | 4.0% | i | 0.8% | -8% | i | 19% | 2.9e-08M*
- C[C@]1(C(=O)NCCCNc2ncc(C(F)(F)F)cc2Cl)C=C[C@@H](Cc2ccccc2)N1C(=O)c1ccccc1
  25% | . | . | -6% | -2.5% | . | -1.2% | -1% | . | . | .
- COc1ccc2[nH]c3c(=O)n(CCCCC(=O)N4CCCC4)c(=S)[nH]c3c2c1
  -10% | ? | i | 5% | -2.9% | i | -0.1% | -1% | ? | 29% | ?
- Cc1cccc(OCCCC(=O)Nc2nccs2)c1
  26% | i | i | 0% | 0.4% | i | -0.9% | -1% | i | 22% | ?

Entries from the list above with two or more sulfur atoms (4):
Value order – HEK293 cAMP ctrl | 4-MU autofl | Rhodamine autofl | Caspase-7 inhib | BRCT inh green | Texas Red fluor | BRCT PPI red | Casp1 inh | Fluorescein fluor | USP2a inh | A350 fluor
- CN(Cc1ccccc1)S(=O)(=O)c1ccc(NS(C)(=O)=O)cc1
  2% | i | i | 1% | -1.0% | i | 2.7% | 1% | i | 7% | i
- C=CCSc1nnc(NC(=O)CSc2nc(CCC)cc(=O)[nH]2)s1
  22% | i | i | -1% | 6.1% | i | -0.4% | -1% | i | 8% | i
- O=S(=O)(/N=C/c1ccccc1O)c1cccs1
  9% | i | i | 2% | -1.2% | i | 0.9% | 0% | i | -6% | i
- Cc1cc(C)n(-c2nc3sc4c(c3c3nnc(SC(C)C)n23)CC(C)(C)OC4)n1
  25% | 2.2e-08M* | i | -3% | 4.0% | i | 0.8% | -8% | i | 19% | 2.9e-08M*
